# Screening data as filed in PubChem BioAssay.
# EBI2 antag = EBI2 (human) antagonism. hit rate 0.81% among 360,000. inhibition, % at 5 µM. EBI2 beta-arrestin recruitment, luminescence, 7a,25-OHC stimulated. P32249; in the data active means inhibition above about 38%;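 further: enzyme fragment complementation signal reports receptor beta-arrestin coupling in cells; 0% = agonist plus DMSO wells and 100% = wells without agonist; some results beyond the cut were filed as inactive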
# Target sequence (P32249 whole entry, looked up, the tested form may be a part): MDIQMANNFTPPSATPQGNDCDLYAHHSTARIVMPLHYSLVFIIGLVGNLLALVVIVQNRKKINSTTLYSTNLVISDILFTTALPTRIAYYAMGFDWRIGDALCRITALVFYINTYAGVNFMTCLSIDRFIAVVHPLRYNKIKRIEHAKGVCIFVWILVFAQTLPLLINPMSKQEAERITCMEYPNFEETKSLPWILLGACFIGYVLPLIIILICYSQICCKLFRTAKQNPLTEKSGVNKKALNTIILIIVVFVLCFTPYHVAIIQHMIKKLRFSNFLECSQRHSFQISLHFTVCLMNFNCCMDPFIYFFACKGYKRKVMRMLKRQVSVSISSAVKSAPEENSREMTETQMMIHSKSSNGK
# CXCR6 inh = CXCR6 (human) receptor inhibition; CHO-K1 PathHunter CXCR6 beta-arrestin, luminescence; inhibition, % at 20 µM; hit rate 0.36% among 360,000; AID 602244; in the data active means inhibition above about 34%, passing the limit was not always enough;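 further: antagonist mode with CXCL16 agonist at 10 nM final; 0% = 10 nM CXCL16 with DMSO and 100% = unstimulated wells without agonist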
# Target sequence (O00574 whole entry, looked up): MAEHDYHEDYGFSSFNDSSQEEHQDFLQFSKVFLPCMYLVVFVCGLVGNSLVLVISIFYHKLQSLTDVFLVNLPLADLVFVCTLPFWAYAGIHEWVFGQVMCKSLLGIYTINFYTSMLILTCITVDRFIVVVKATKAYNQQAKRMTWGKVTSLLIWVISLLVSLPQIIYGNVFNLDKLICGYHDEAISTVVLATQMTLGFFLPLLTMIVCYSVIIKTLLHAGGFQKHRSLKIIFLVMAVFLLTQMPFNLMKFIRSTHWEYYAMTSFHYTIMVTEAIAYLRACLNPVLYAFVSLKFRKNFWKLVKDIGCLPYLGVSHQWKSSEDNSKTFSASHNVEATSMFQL
# Active calls of the source: *.
SMILES,EBI2 antag,CXCR6 inh
COC(=O)[C@H](CC(C)C)NC(=O)CC[C@H]1O[C@@H](n2ccc(=O)[nH]c2=O)[C@H](O)[C@@H]1O,4.8,-1.7
CCC(=O)N1CCCC(C(=O)NS(=O)(=O)c2cc(C)c(Cl)cc2C)CC1 (configuration not stated),-6.3,-2.9
CC(C)(C)Cc1c(C2CCCCC2)nc2ccc(Br)cn12,-35.0,-5.1
O=C(CSc1ccc(F)cc1)NC(=O)c1ccccc1,-3.1,5.9
COC(=O)c1ccc2nc(-c3ccc(OC)c(OC)c3)c(Cc3ccc(C)cc3)n2c1,12.9,3.9
N#Cc1ccc(-c2nc3ccc(Cl)cn3c2Cc2ccccc2)cc1,18.5,4.1
CC(C)C[C@H]1CNC(=O)C(=O)N1C[C@H]1CCCN1C[C@H](CC(C)C)N1C[C@H](Cc2ccccc2)N(CCc2ccccc2)C(=O)C1=O,-4.8,-11.9
COc1ccccc1-c1ccccc1C1=CC(=O)CC(C)(C)C1=O,4.7,1.9
CC1=C(C(=O)Nc2ccccc2C(=O)N2CCN(c3ccccc3)CC2)SCCO1,-7.2,2.7
CCOc1ccccc1NC(=O)C1CCCN1S(=O)(=O)c1ccc2c(c1)C(C)(C)C(=O)N2C (configuration not stated),5.0,1.2
OC(c1ccc(F)cc1)c1nc(-c2ccncc2)cs1 (configuration not stated),2.0,-0.5
O=C(C[C@H]1C[C@@H]2c3cc(NC(=O)C4CCC4)ccc3O[C@@H]2[C@H](CO)O1)NC1CCCCC1,-5.6,3.2
CCc1nc2ccc(C(=O)N3CCN(C(=O)c4ccco4)CC3)cn2c1N(C)C(=O)c1cccc(OC)c1,-9.3,-12.0
N#Cc1ccc(-c2nc3ccc(Br)cn3c2Cc2cccc(Cl)c2)cc1,18.8,6.6
CCCN(CCC)Cc1cc(=O)oc2cc(OC)ccc12,5.2,-6.1
COc1ccc(-c2cnc3c(NC=O)cc(-c4ccccc4OC)cn23)cc1OC,5.9,-1.2
CC(C)CNc1ncnc2c1ncn2[C@H]1CN(CCc2ccccc2)C[C@@H](CO)O1,-5.9,-9.8
Cc1cc2nc(-c3ccco3)c(Cc3cccc(Cl)c3)n2c(C)c1Br,6.9,5.9
CCOC(=O)N1CCN(C(=O)c2ccc3oc(CCc4ccccc4)nc3c2)CC1,-5.7,-3.4
CCN(CC)CCN1CCN(c2cncc(-c3ccc4ccccc4c3)n2)CC1,-19.4,6.4
O=S(=O)(Nc1ccc(C(O)(C(F)(F)F)C(F)(F)F)cc1)c1cccc2cccnc12,13.1,1.1
COc1ccc(CN2C(=O)C(CC(=O)NCCCCc3ccccc3)CC(C(=O)N(C(C)C)C(C)C)=C2C)cc1 (configuration not stated),14.6,5.6
COc1ncc(-c2ccc(N3C(c4ccsc4)=Cc4ccc(F)cc4C3CC(=O)c3ccco3)cc2)cn1 (configuration not stated),1.3,-11.3
C[C@H](CO)N1C[C@H](C)[C@H](CN(C)Cc2cncnc2)Oc2cc(Br)ccc2S1(=O)=O,-8.1,-5.1
C[C@@H]1CN([C@@H](C)CO)C(=O)CCCn2nncc2CO[C@H]1CN(C)Cc1ccc(Oc2ccccc2)cc1,3.5,-0.4
# More structures follow:
SMILES,EBI2 antag,CXCR6 inh
CCN(CC)C(=O)C1=C(C)N(Cc2ccccc2)C(=O)C(CC(=O)NC(c2ccccc2)c2ccccc2)C1 (configuration not stated),11.2,2.1
CCOC(=O)[C@]12CCC=C1N(Cc1cccc3ccccc13)C(=O)[C@H](CC(=O)N1CCCC1)C2,1.2,7.2
CCOC(=O)N(C)c1c(CC)nc2c(OCCOc3ccccc3)cccn12,-6.1,-10.0
CNC(=O)C1CN(C(=O)c2cccc(S(=O)(=O)N3CCc4ccccc43)c2)c2ccccc2O1 (configuration not stated),2.4,-1.9
CSc1ccc(CNC(=O)C2(C)CCCN(C(C)C)C2)cc1 (configuration not stated),-5.1,-2.9
CCOC(=O)C1=CCC(c2ccccc2)N(S(=O)(=O)c2ccccc2)C1 (configuration not stated),6.8,1.2
Cc1ccc(C(C)C)cc1-n1nnc(-c2cccc(Cc3ccc4ccccc4c3)c2)c1C(C)O (configuration not stated),21.8,2.4
COc1ccc(S(=O)(=O)N2CCOC2CNC(=O)C(=O)NCc2ccc3c(c2)OCO3)cc1C (configuration not stated),-0.7,-5.4
CC1OC(C(C)(C)C)CC2=C1C(=O)OC(C)(C)O2 (configuration not stated),-0.2,-13.7
CC(C)COC(=O)N(C)C[C@@H]1OCc2cnnn2CCCC(=O)N([C@@H](C)CO)C[C@@H]1C,0.1,-1.1
O=C(O)C(Cc1c[nH]c2ccccc12)NS(=O)(=O)c1ccc(F)cc1 (configuration not stated),-10.4,-2.6
CCCCCCCCN1C(=O)[C@H](CC(=O)N2CCOCC2)C[C@@]2(C(=O)OC)CCCCC=C12,13.4,5.4
NC(=O)c1ccc(-c2ccc(N3C(c4ccsc4)=Cc4ccc(F)cc4C3CC(=O)c3ccco3)cc2)cc1 (configuration not stated),-5.4,-3.3
Cc1ccc(CN(C)C[C@@H]2OCc3cnnn3CCCC(=O)N([C@@H](C)CO)C[C@H]2C)cc1,5.8,-5.1
CC(C)C[C@@H]1CN(CCCC[C@H]2CNC(=O)C(=O)N2CCC2CCCCC2)C(=O)C(=O)N1CCc1ccc(O)cc1,0.6,-17.5
CCOC(=O)C1(C)CCCN(C(=O)c2ccc(OC(F)F)cc2)C1 (configuration not stated),-6.1,-2.9
COc1ccc([C@H]2N[C@]3(CCCN(CC4CCCCC4)C3=O)[C@H]3C(=O)N(C)C(=O)[C@@H]23)cc1,-3.7,6.3
Cc1csc(-c2cc(C(=O)NCc3cc(C(F)(F)F)cc(C(F)(F)F)c3)n[nH]2)c1,-1.3,-14.9
CCOC(=O)C1=CCN(S(=O)(=O)c2ccccc2Cl)C1c1ccccc1 (configuration not stated),-11.7,-2.1
Cc1cccc(/C=C/c2ccccc2)n1,2.0,6.9
COc1ccc(-n2nnnc2C(CCc2ccccc2)N2CCN(C/C=C/c3ccccc3)CC2)cc1 (configuration not stated),24.0,12.4
CC1(C(=O)NS(C)(=O)=O)CCN1C(=O)C/C=C/c1ccccc1 (configuration not stated),-10.1,-0.7
N#Cc1cccc(-c2csc(C(O)c3ccc(F)cc3)n2)c1 (configuration not stated),2.4,-3.8
CC1(C(=O)Nc2ccc3c(c2)OCCO3)CCN1C(=O)Cc1ccc(-c2ccccc2)cc1 (configuration not stated),-3.6,-1.5
CCN(C(=O)CN1C(=O)NC2(CCCC2)C1=O)c1nc2c(C)cccc2s1,-5.0,-10.4

# Shown bar-delimited: entries from further up
compound | EBI2 antag | CXCR6 inh
CCOC(=O)C1=CCN(S(=O)(=O)c2ccccc2Cl)C1c1ccccc1 (configuration not stated) | -11.7 | -2.1
Cc1cccc(/C=C/c2ccccc2)n1 | 2.0 | 6.9
COc1ccc(-n2nnnc2C(CCc2ccccc2)N2CCN(C/C=C/c3ccccc3)CC2)cc1 (configuration not stated) | 24.0 | 12.4
CC1(C(=O)NS(C)(=O)=O)CCN1C(=O)C/C=C/c1ccccc1 (configuration not stated) | -10.1 | -0.7
N#Cc1cccc(-c2csc(C(O)c3ccc(F)cc3)n2)c1 (configuration not stated) | 2.4 | -3.8

# 6 structures already listed, ordered by SMILES length, smallest number first:
SMILES,EBI2 antag,CXCR6 inh
CCCN(CCC)Cc1cc(=O)oc2cc(OC)ccc12,5.2,-6.1
OC(c1ccc(F)cc1)c1nc(-c2ccncc2)cs1 (configuration not stated),2.0,-0.5
CCN(CC)CCN1CCN(c2cncc(-c3ccc4ccccc4c3)n2)CC1,-19.4,6.4
COc1ccc(-n2nnnc2C(CCc2ccccc2)N2CCN(C/C=C/c3ccccc3)CC2)cc1 (configuration not stated),24.0,12.4
O=C(C[C@H]1C[C@@H]2c3cc(NC(=O)C4CCC4)ccc3O[C@@H]2[C@H](CO)O1)NC1CCCCC1,-5.6,3.2
CC(C)C[C@@H]1CN(CCCC[C@H]2CNC(=O)C(=O)N2CCC2CCCCC2)C(=O)C(=O)N1CCc1ccc(O)cc1,0.6,-17.5

# (more compounds)
SMILES,EBI2 antag,CXCR6 inh
Cc1ccc(C=O)c([B-](F)(F)F)c1,-8.8,-15.1
COCCNc1ncnc2c1ncn2[C@H]1CN(Cc2ccc(Cl)cc2)C[C@@H](CO)O1,-1.8,0.6
Clc1ccccc1Nc1nc(NCc2ccccc2)nc2ccsc12,-22.4,-6.0
OC[C@@H]1CN(Cc2ccc(Cl)cc2)C[C@H](n2cnc3c(NCc4ccco4)ncnc32)O1,15.9,3.2
CC(=O)NC(c1ccc(F)c(F)c1)c1nc(-c2ccc(C)c(C)c2)cs1 (configuration not stated),0.6,2.1
Cc1ccc(S(=O)(=O)N2C[C@H]3C(=O)C[C@@H](c4cccc(Cl)c4)N(S(=O)(=O)c4ccc(C)cc4)[C@H]3C[C@H]2c2cccc(Cl)c2)cc1,17.0,9.1
COc1ccc(OC(=O)N(C)C[C@@H]2OCc3cn(nn3)CCCC(=O)N([C@H](C)CO)C[C@H]2C)cc1,-9.9,1.0
CC(C)c1ccc(NC(=O)Nc2nc(C(N)c3ccccc3Cl)cs2)cc1 (configuration not stated),2.7,-1.4
COc1cccc(-c2cc(CNC(=O)[C@H]3O[C@@H](n4ccc(N)nc4=O)[C@H](O)[C@@H]3O)no2)c1,-19.6,2.8
CCCCC[C@H](C)N1C[C@@H](COCc2ccccc2)Oc2cc(N3CC[C@@H](O)C3)ccc2S1(=O)=O,9.1,2.8
CCCc1c(C(=O)N/N=C/c2c[nH]c3ccccc23)nnn1-c1nonc1N,42.8*,-5.4
COC(=O)[C@]12CCCCC=C1N(Cc1ccc(Cl)cc1Cl)C(=O)[C@H](CC(=O)NCc1cccs1)C2,17.2,13.9
O=C(CC1c2ccccc2C=C(c2ccsc2)N1c1ccc(-c2cccnc2)cc1)C1CC1 (configuration not stated),19.1,8.0
COc1ccc(C(=O)N2CCC2(C)C(=O)O)cc1F (configuration not stated),-1.4,-9.3
O=C(C[n+]1ccc2ccccc2c1)c1ccc2ccc3ccccc3c2c1,4.5,8.5
CC(=O)NC(c1cccc(F)c1)c1nc(-c2ccoc2)cs1 (configuration not stated),0.6,8.9
CCc1ccc(OC2(C)CCN(Cc3ccc4c(c3)OCCO4)C2)cc1 (configuration not stated),-0.7,-2.4
COC(=O)C[C@H]1C[C@H]2c3cc(NS(=O)(=O)c4cccc(OC)c4)ccc3O[C@H]2[C@@H](CO)O1,-5.5,-9.6
CC(=O)C(=Cc1cccc(C#N)c1)C(=O)c1ccccc1,8.7,16.9
Cc1ccc(-c2cnc3cccnn23)cc1F,-6.8,0.1
C[C@H]1CN(CCc2ccccc2)C(=O)[C@@H]1CC(=O)Nc1ccc(Br)cc1,-7.4,7.3
CC(=O)Nc1cc(-c2cccc(C(=O)NCCO)c2)cn2c(-c3ccc(F)c(Cl)c3)cnc12,6.3,3.1
COC(=O)c1cccc(CC2(C)C(=O)Nc3ccc(OC(F)(F)F)cc32)c1 (configuration not stated),1.2,7.4
COC(=O)[C@]12CCCCC=C1N(Cc1ccco1)C(=O)[C@H](CC(=O)NCc1cccs1)C2,2.5,2.2
NC(=O)C1CCN(C(=O)c2ccc3ncsc3c2)CC1,-14.0,-3.0
# (continued)
SMILES,EBI2 antag,CXCR6 inh
CCSCC(C)(C)n1[nH]c2ccccc2c1=O,-12.2,-12.9
Cc1ccc(-c2nc3c(C)cc(Br)cn3c2Cc2ccccc2)cc1,30.2,10.2
CCN1C(=O)C(=CC=CN(C)c2ccccc2)SC1=S,12.5,4.7
CCc1ccc(C(O)c2ncc(-c3cccc(F)c3)[nH]2)cc1 (configuration not stated),8.9,-6.6
Cc1cccc(C)c1-n1nnnc1C(c1ccnc2ccccc12)N1CCOCC1 (configuration not stated),-2.5,-14.8
CCOC(=O)C1=NOC2(C1)C(=O)Nc1ccc(OC)cc12 (configuration not stated),-7.1,3.5
O=C(NCc1ccccc1Cl)[C@H]1CCCN1C(=O)[C@H]1CCCN1C(=O)c1ccc(Cl)cc1,-5.1,-4.7
COc1ccc(NC(=O)c2ccc(-c3c(C)noc3C)c3ccoc23)cc1,-3.3,4.3
O=C1COc2ccccc2C(c2nc3ccccc3[nH]2)N1C1CC1 (configuration not stated),1.5,-5.0
CCOc1ccc(Oc2ccccc2NC(=O)CCc2nc3ccccc3c(=O)[nH]2)cc1,7.5,2.4
Cc1noc(C)c1S(=O)(=O)Nc1ccc2c(c1)C(=O)N([C@H](C)CO)C[C@H](C)[C@@H](CN(C)C(=O)CCCN(C)C)OCCCC[C@@H](C)O2,-5.8,1.7
CN(C)CCCOc1ccc(-c2ccc3nncn3c2)cn1,-7.5,-1.3
C#CCN(C[C@H]1[C@H](OC(=O)NCc2ccccc2F)[C@H](OC(=O)NCc2ccccc2F)C[C@@H](C(=O)OC)[C@H]1C(=O)OC)S(=O)(=O)c1ccc(C)cc1,14.3,-1.5
O=C(Nc1cccc(C(F)(F)F)c1)C1Cc2c(-c3ccccc3)ccnc2O1 (configuration not stated),-3.9,-1.9
COc1ccc([C@@H]2C[C@H]3[C@@H](CN2S(=O)(=O)c2ccccc2)C(=O)C[C@@H](c2cccc(Cl)c2)N3S(=O)(=O)c2ccc(C)cc2)cc1,0.2,1.9
COc1cccc(-c2oc3c(c2C#CCCO)C(O)CCC3)c1 (configuration not stated),-3.7,-4.6
CCCN(CC1CC1)c1cc2c(c3c1ccn3C)C1CCC2O1 (configuration not stated),-2.9,-13.4
O=C(NCCc1cccs1)Nc1nnc([C@H]2C[C@H](O)[C@@H](CO)O2)s1,-6.9,0.4
O=C(NNC(=O)C1CCC1)c1ccc(F)cc1,-1.8,0.7
CCC(CC)C(=O)N(C)c1c(C)nc2c(OCCOc3ccccc3)cccn12,-7.1,-2.1
O=C(Nc1cc(Br)ccc1F)c1nc[nH]c1C(=O)NCc1ccccc1,-16.7,31.2
O=C(/C=C/c1cccc(Cl)c1)OCC(=O)c1ccc[nH]1,-6.9,7.0

# Not all compounds are listed. The share of hits here may be higher or lower than overall.
